Bioassay records as filed in PubChem BioAssay.
HCV inh = inhibitors of hepatitis C virus infection | hit rate 3.4% among 340,000 | Huh7.5.1 HCVcc-Cre infection, luciferase reporter, 44 h | Potency, µM (top dose mostly 41.8 µM), without a hit: top-dose activity change, negative = inhibition, actives largely listed as inhibitors; also: potency is read from the fitted curve at half-maximal effect
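Reporter virus HCVcc-Cre (~0.5 moi) infects cells exposed to compound; seeding density 1,000 cells/well with 4 h settling beforehand. Luminescence, 15 sec read, taken 44 h post-infection following a 15 min RT substrate incubation.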
HCMV inh = human cytomegalovirus inhibition; activity change, negative = inhibition, % at 57.5 µM; hit rate 4.5% among 410,000; AID 1259415; HFF cells, HCMV-luciferase reporter, 72 h; stronger effect = lower value; in the data active = activity change below about -60%; inconclusive = no clear call, values can overlap the other calls; inactive = above about -39%
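Two compound doses tested in HFFs infected with HCMV-luciferase, MOI 1 PFU/cell, 72 h at 37C. Lysate luminescence read with OneGlo; data normalized against buffer-only and 10uM Salinomycin inhibitor controls.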
AmpC detergent = blocks E. coli AmpC beta-lactamase in detergent assay. P00811. AmpC hydrolysis of nitrocefin, absorbance 480 nm, 0.01% Triton. Potency, µM (highest dose often 114 µM), for the others: at the top dose activity change, negative = inhibition, actives largely listed as inhibitors. hit rate 0.041% among 370,000;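 also: potency is read from the fitted curve at half-maximal effect; 0% = no-compound wells and -100% = no-enzyme wells; nearly all actives have a fitted effect of over 25% in size; some results filed as inactive show a strong effect at the top dose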
Target sequence (P00811 whole entry, looked up): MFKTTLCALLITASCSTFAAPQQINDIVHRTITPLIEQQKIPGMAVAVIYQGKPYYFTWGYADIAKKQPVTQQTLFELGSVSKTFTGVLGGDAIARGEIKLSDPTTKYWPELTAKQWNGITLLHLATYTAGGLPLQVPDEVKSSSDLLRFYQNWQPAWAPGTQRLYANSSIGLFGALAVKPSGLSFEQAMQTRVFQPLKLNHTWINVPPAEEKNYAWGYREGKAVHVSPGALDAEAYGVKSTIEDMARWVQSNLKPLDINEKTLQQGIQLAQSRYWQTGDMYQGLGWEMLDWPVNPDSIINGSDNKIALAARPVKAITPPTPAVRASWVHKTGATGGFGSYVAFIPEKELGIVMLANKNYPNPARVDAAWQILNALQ
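20 mM phosphate pH 7.0 + 0.01% (detergent screen) or 0.0001% Triton X-100; 5.3 nM AmpC reagent; cpd preinc 15 min RT; nitrocefin (800 uM stock) to start; A480 q20 s × 4 min; Activity was normalised to no-enzyme and no-compound control wells.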
Giardia FBPA inh = blocks Giardia fructose-bisphosphate aldolase activity | A8B2U2 | purified Giardia FBPA | Potency, µM (series often up to 59.6 µM), without a hit: at the top dose activity, negative = inhibition, hits mostly inhibitors | hit rate 0.71% among 290,000 | AID 2451; also: potency is read from the fitted curve at half-maximal effect; nearly all actives have a fitted effect of over 55% in size
Target sequence (A8B2U2 whole entry, looked up): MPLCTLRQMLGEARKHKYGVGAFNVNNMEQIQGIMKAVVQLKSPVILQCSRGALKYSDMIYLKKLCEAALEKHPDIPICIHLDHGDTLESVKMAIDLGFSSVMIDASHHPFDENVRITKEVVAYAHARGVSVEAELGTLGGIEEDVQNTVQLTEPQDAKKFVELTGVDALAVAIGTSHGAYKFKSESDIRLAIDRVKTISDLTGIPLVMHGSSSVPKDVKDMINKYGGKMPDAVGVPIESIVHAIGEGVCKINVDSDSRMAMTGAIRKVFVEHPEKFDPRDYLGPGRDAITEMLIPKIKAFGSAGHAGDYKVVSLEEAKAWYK
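Giardia FBPA (40 nM reagent) was preincubated 10 min at RT with compound (up to 57.5 uM final), then substrate plus GAPDH/TPI/NAD/arsenate coupling system with diaphorase/resazurin was added; resorufin fluorescence (525/598 nm) was read after 20 min.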
AmpC no deterg = blocks E. coli AmpC beta-lactamase in detergent-free assay. Potency, µM (titrated, usually from 57.1 µM), inactives show at the highest dose activity change, negative = inhibition, hits mostly inhibitors. hit rate 0.52% among 330,000. AmpC nitrocefin hydrolysis, absorbance 480 nm, 0.0001% Triton;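 also: potency is read from the fitted curve at half-maximal effect; plate controls were no compound for no effect and no enzyme for full effect; nearly all actives have a fitted effect of over 20% in size; some results filed as inactive show a strong effect at the top dose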
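AmpC (5.3 nM in the dispensed reagent) in 20 mM phosphate pH 7.0 with 0.01% (detergent screen) or 0.0001% Triton X-100 was preincubated with compounds for 15 min at room temperature. Nitrocefin was then added from an 800 uM solution, and hydrolysis was followed at 480 nm.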
Sm TGR block = inhibitors of Schistosoma mansoni thioredoxin glutathione reductase. purified TGR, DTNB reduction, TNB absorbance 405 nm. Potency, µM (series often up to 114 µM), for inactives: at the top dose activity change, negative = inhibition, most hits filed as inhibitors. hit rate 3% among 360,000. AID 485364; also: potency is read from the fitted curve at half-maximal effect; nearly all actives have a fitted effect of over 60% in size
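Kinetic colorimetric format: TGR-catalysed, NADPH-driven DTNB reduction monitored via TNB absorbance. Enzyme dispensed at 20 nM; compound exposure 15 min at room temperature before reaction start.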
The depositor's hits bear a star; ? = inconclusive; . = not tested or not shown; & = joins results of further samples; [ ] = remark or other dose. Unless noted, calls follow the shape of the dose curve; as a rule, active = well fitted curve in the direction sought with a large enough effect; inconclusive = small, poorly fitted or top-dose-only effect, or another doubt; inactive = no such curve, though single readings can be large; an effect the other way counts as inactive or inconclusive. Unless noted, % is scaled to controls: 0 for no effect and ±100 for the full control effect. Rows are unselected. Share with any hit: about 9.9%.

smiles	HCV inh	HCMV inh	AmpC detergent	Giardia FBPA inh	AmpC no deterg	Sm TGR block
COc1cc(/C=N/NC(=O)CC2(C)OCCCO2)ccc1OCc1ccc(Cl)cc1Cl	?	-37	-6%	-6%	18%	-5%
CCOC(=O)C1=C(C)NC(=O)NC1C (stereo not drawn)	13%	.	-1%	4%	-2%	13%
CCOc1ccc(-c2cc(C(=O)N3CCN(c4cccc(C)c4)C(C)C3)c3ccccc3n2)cc1 (stereo not drawn)	.	55	15%	.	.	11%
CCN1CCN(CCNC(=O)CSCc2nc(-c3ccc(OC)c(OC)c3)oc2C)CC1	8%	4	2%	1%	-1%	5%
Fc1ccc(-c2ccc(CNCc3ccccn3)o2)cc1Cl	8%	8	?	16%	28%	-23%
O=C(COC(=O)c1cccnc1Cl)c1ccc(Cl)cc1Cl	20%	-12	-2%	1%	-48%	-1%
Cc1cc(C)cc(C(=O)Nc2ccc(N3CCCC3)cc2)c1	?	-3	5%	-6%	-4%[2.29 µM]	?
CCCn1nc(C(=O)OCC(=O)c2ccccc2)c2ccccc2c1=O	6%	59	-1%	-4%	-2%	1%
CC(C)(C)OC(=O)C[C@H]1C/C=C\C[C@@H](CC(=O)N(CCO)Cc2ccccc2)C(=O)NC[C@H](c2ccccc2)OC1=O	-3%	0	.	.	231%[activator]	.
O=C(c1cc(-c2ccc(Br)cc2)on1)N1CCc2ccccc2C1	-2%	15	?	4%	-13%	-1%
O=C(N/N=C/c1ccc(-c2ccccc2C(=O)O)o1)c1cccs1	11%	-5	-8%	-16%	-17%	?
COc1ccc2c(c1)O[C@@H](c1cccc(C(F)(F)F)c1)[C@H](OC(=O)NCCc1ccc(OC)c(OC)c1)C2=O	2%[8.37 µM]	.	-2%	0%&-6%	43%	-13%
Cc1cc(C)cc(NC(=O)CSc2oc(-c3ccco3)nc2S(=O)(=O)c2ccc(Cl)cc2)c1	.	-62*	-8%	.	.	-31%
CCC1COCCS(=O)(=O)N1Cc1cccc(C(F)(F)F)c1 (stereo not drawn)	4%	-15	-7%	-5%	33%	-6%
CCN(CC)S(=O)(=O)c1cc(NC(=O)C(C)OC(=O)c2[nH]c(C)c(C(C)=O)c2C)ccc1C (stereo not drawn)	?	-29	-9%	-6%	8%	-2%
O=C(NC(=S)Nn1cnnc1)c1cccc(Br)c1	4%	9	3%	?	-11%	-21%
Cc1cc(=O)[nH]c(N2CCN(C(=O)c3ccco3)CC2)n1	11%	12	-7%	-1%	-10%	9%
Cc1cccc(NC(=O)CN(C)S(=O)(=O)c2ccc(Br)cc2)n1	-1%	-23	?	-1%	-17%	0%
COC(=O)c1ccc(NC(=O)C(=O)c2c[nH]c3ccccc23)cc1	17%	128	-5%	5%	-22%	7%
CCOC(=O)NC(=O)/C(C#N)=C(/C)N(C)C	14%	-15	4%	0%	-13%	6%
CCC(=O)N1CCc2cc(Br)cc(S(=O)(=O)NCc3ccc(Cl)cc3)c21	.	-9	-5%	.	.	1%
O=[N+]([O-])c1cc(/C=N/O)ccc1Oc1ccccc1Cl	-10%	55	4%	-4%	-4%	.
COc1ccc(C(=O)N=C2SC3CS(=O)(=O)CC3N2c2ccc(C(C)=O)cc2)cc1 (stereo not drawn)	3%	-22	-6%	-6%	8%	-2%
COc1ccc(OC)c(Nc2nc(-c3ccc(O)c(O)c3)cs2)c1	10µM*	.	?	8.9µM*	-39%	0%
CCCCN(CCCC)C(=O)c1cc(Cl)ccc1[N+](=O)[O-]	0%	?	-1%	-2%	5%[2.29 µM]	-8%

Individual results from the list:
Value for O=C(c1cc(-c2ccc(Br)cc2)on1)N1CCc2ccccc2C1 under AmpC no deterg: -13%
Value for O=C(COC(=O)c1cccnc1Cl)c1ccc(Cl)cc1Cl under HCV inh: 20%
Value for Cc1cccc(NC(=O)CN(C)S(=O)(=O)c2ccc(Br)cc2)n1 under HCMV inh: -23

Additional entries.
smiles	HCV inh	HCMV inh	AmpC detergent	Giardia FBPA inh	AmpC no deterg	Sm TGR block
C=CCOC(=O)c1sc(NC(=O)c2ccco2)nc1C	7%	89	?	2%	-21%	-32%
CCn1cc(C(=O)N2CCCC2)c(=O)c2cc(S(=O)(=O)N3CCOCC3)ccc21	11%	-12	-6%	5%	-7%	0%
COc1cc(C(=O)NNC(=O)c2nn(C)c(=O)c3ccccc23)cc(OC)c1OC	4%	34	.	.	-41%	.
COc1ccc(N2C(=O)CN(Cc3ccc(OC)c(OC)c3)C2=S)cc1	?	-81*	-6%	-1%	27%	3%
Cc1ccccc1C(=O)N(Cc1sccc1C)C1CCS(=O)(=O)C1 (stereo not drawn)	.	5	-4%	.	.	2%
CC(C)N(Cc1ccccc1)CC(O)COc1ccc(S(=O)(=O)N2CCOCC2)cc1Cl (stereo not drawn)	?	-13	-13%	5%	132%[activator]	-5%
CCOC(=O)CN1C(=O)N[C@@H](c2ccco2)C(C(C)=O)=C1C	15%	-2	.	5%[12.9 µM]	.	.
Cc1ccc(C(=O)COc2nc(C)cc(C)c2C#N)cc1	-7%	41	-4%	2%	-13%	10%
O=C(NC(=O)c1ccccc1)OCC1CCCN2CCCCC12 (stereo not drawn)	9%	15	-15%	4%	-14%	-1%
Cc1ccccc1C(=O)NNS(=O)(=O)c1cccc([N+](=O)[O-])c1	2%	-6	-2%	-20%	-23%	0%
COc1ccc(OC)c(CCNC(=O)c2cc3c(=O)n(C)c4ccccc4c3n2C)c1	.	-105*	6%	.	.	-2%
CSc1nnc(-c2cnccn2)n1C	3%	-11	?	1%	-19%	0%
COc1ccccc1CNC(=O)C1CCC(CNc2c(N3CCCCC3)c(=O)c2=O)CC1 (stereo not drawn)	12%	-25	4%	1%	1%	6%
CC(C)N(Cc1nc(-c2ccc(Cl)cc2)no1)C(=O)c1cccs1	?	-60*	-15%	4%	41%	-2%
CCCCCc1ccc(-c2cn(Cc3ccc4ccccc4c3)nn2)cc1	18%	4	?	6%	-11%	-12%
O=C(NNC(=O)c1cccc(-n2cccc2)c1)c1ccccc1	12%	-1	0%	.	-21%	4%
COc1ccc(N2C(=O)NC(NS(=O)(=O)c3ccccc3)(C(F)(F)F)C2=O)cc1 (stereo not drawn)	.	13	1%	0%	-12%	4%
O=C(Nc1nc(-c2ccccn2)cs1)C1CC(=O)N(c2ccc3c(c2)OCCO3)C1 (stereo not drawn)	?	-17	?	21%	-14%	-16%
Cc1cc(C)c2c(=O)[nH]c(SCC(=O)Nc3ccccc3)nc2n1	4%	31	?	-19%	-10%	4%[11.4 µM]
O=C(CSc1nc2ccc([N+](=O)[O-])cc2s1)NCC1CCCO1 (stereo not drawn)	?	-71*	-12%	-9%	-1%	1%
COc1ccc(C(=O)N(C)Cc2ccc(C)o2)cc1OC1CCN(C(C)C)CC1	.	-7	1%	.	2%	?
Cc1nc2ccccc2c(=O)n1NC(=O)c1cccc(Cl)c1	16%	73	-8%	4%	-20%	-5%
Cc1noc(C)c1NC(=O)N(C)C[C@H]1Oc2ccc(NS(=O)(=O)c3c(C)noc3C)cc2C(=O)N([C@H](C)CO)C[C@@H]1C	9%	?	.	.	-14%	.
CC(C)c1ccc(-c2c(C#N)c(N)nc(SCC(=O)N3CCCCC3)c2C#N)cc1	-13%	-8	-9%	-1%	-12%	-19%
Cc1ccc(S(=O)(=O)N2CCN(C(=O)N3CCCC3)CC2)cc1	23%	6	-11%	6%	1%	-1%

Sorted by formula weight (highest first): some entries from above.
smiles	HCV inh	HCMV inh	AmpC detergent	Giardia FBPA inh	AmpC no deterg	Sm TGR block
CC(C)(C)OC(=O)C[C@H]1C/C=C\C[C@@H](CC(=O)N(CCO)Cc2ccccc2)C(=O)NC[C@H](c2ccccc2)OC1=O	-3%	0	.	.	231%[activator]	.
COc1cc(/C=N/NC(=O)CC2(C)OCCCO2)ccc1OCc1ccc(Cl)cc1Cl	?	-37	-6%	-6%	18%	-5%
CC(C)N(Cc1nc(-c2ccc(Cl)cc2)no1)C(=O)c1cccs1	?	-60*	-15%	4%	41%	-2%

New compounds follow.
smiles	HCV inh	HCMV inh	AmpC detergent	Giardia FBPA inh	AmpC no deterg	Sm TGR block
O=C1C2Sc3[nH]c(=O)sc3C(c3cc([N+](=O)[O-])ccc3O)C2C(=O)N1c1ccccc1 (stereo not drawn)	1%	-34	-7%	-10%	-54%	-8%
C[C@@H]1O[C@@H](O[C@H]2[C@H](Oc3cc(O)c4c(c3)O[C@H](c3ccc(O)cc3)CC4=O)O[C@H](CO)[C@@H](O)[C@@H]2O)[C@H](O)[C@H](O)[C@H]1O	-17%	39	2%	0%&2%	-12%	0%
CCOc1ccc(CCNC(=O)CN2CCN(Cc3ccccc3C)C2=O)cc1OCC	?	31	5%	19%	130%[activator]	2%
COc1ccc(/C(=N/OC(C)=O)c2nccc3cc(OC)c(OC)cc23)cc1OC	15%	1	-8%	?	77%[activator]	8%
Cc1nc2ccccc2c(=O)n1CC(=O)N1CCOCC1	6%	57	?	1%	-2%	1%
CCOC(=O)N1CCN(c2ncnc3c2oc2nc(C(C)C)c4c(c23)CCC4)CC1	-9%	-14	4%	21%	-11%	8%
CCCN1CCCc2cc(CN(CCCN3CCOCC3)C(=O)Nc3ccc(Cl)c(Cl)c3)ccc21	.	-15	10%	.	.	-32%
CC(C)(CSc1ccccn1)NS(=O)(=O)c1ccccc1	-2%	-25	-4%	-6%	-9%	5%
O=C(NNC(=O)C1CC(=O)N(c2ccc3c(c2)OCCO3)C1)c1ccc(F)cc1 (stereo not drawn)	-15%[8.37 µM]	1	?	.	-10%	0%
C=CCc1ccc(OCC(O)CN2CCCCC2C)c(OC)c1 (stereo not drawn)	?	-7	-15%	-7%	-2%	-8%[11.4 µM]
Cc1ccc2nc(C)cc(N/N=C/c3cccc(O)c3)c2c1	-16%	4	-4%	1%	6%	8%
Cc1cc(C)nc(N/N=C/c2ccc([N+](=O)[O-])o2)n1	-25%	-30	-8%	28µM*	-13%	?
CCOC(=O)c1cc(S(=O)(=O)N2CCN(c3cc(C)ccc3C)CC2)[nH]n1	.	12	21%	.	.	-1%
CCN(CC)S(=O)(=O)c1ccc(/C=C/C(=O)OCC(=O)Nc2ccc(C(N)=O)cc2)cc1	0%	24	8%	7%	-26%	?
COCCOC(=O)C(C#N)c1nc2ccccc2nc1N1CCCC1 (stereo not drawn)	-26%	5	-20%	-9%	13%	-27%
COc1cccc(-c2nc(SCC(=O)Nc3ccc4c(c3)OCO4)c(-c3ccccc3)[nH]2)c1	.	?	-3%	.	.	0%
CC(C)CCN1C(=O)c2ccc(C(=O)Nc3cccc(S(N)(=O)=O)c3)cc2C1=O	30%	32	-9%	0%	-39%	-2%
Cc1ccc(N(C)C(=O)CCS(=O)(=O)c2ccc3c(c2)oc(=O)n3C)cc1	0%	-19	-1%	?	12%	?
O=C(Cc1ccc(F)cc1)NCCS(=O)(=O)N1CCN(c2ccccc2)CC1	-9%	3	?	.	-9%	0%
NC(=O)c1ccc(C(=O)c2ccc([N+](=O)[O-])cc2)cc1	2%	-18	-8%	4%	-2%	1%
Cc1nnc(NC(=O)CSc2nnc(Cc3ccccc3)n2-c2ccccc2)s1	-4%	24	-3%	14%	.	4%
